IMP-1 inh = inhibitors of Pseudomonas aeruginosa IMP-1 metallo-beta-lactamase; purified IMP-1, nitrocefin hydrolysis, epi-absorbance fluorescence; inhibition, % at 5.6 µM; 0.45% of 290,000 active; AID 1556;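 active = inhibition above the mean plus 3 SD of all compounds in the same screening run, cut at about 4.5% in these data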;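 also: 0% = IMP-1 with DMSO and 100% = DMSO wells lacking enzyme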
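Test system: recombinant IMP-1 enzyme, purified / Medium: HEPES buffer pH 7.1 with ZnSO4 and Brij 35 / Doses: single dose, 5.6 µM / Times: 25 °C, 15 min preincubation, 25 min reaction / Detection: Epi-absorbance via hydrolysed-nitrocefin quenching of white-plate fluorescence, 480/530 nm, EDTA stop / Evaluation: percent inhibition from optical density relative to buffer-blank wells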
GalR3 antag = blocks the human galanin receptor 3. 0.44% of 360,000 active. HEK293 GalR3-CNG cAMP membrane potential fluorescence; galR3 body fused to GalR1 C-terminus. O60755. inhibition, % at 3 µM;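 active = inhibition above the screen-wide average plus 3 SD, cut at about 13% in these data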;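 also: forskolin and galanin both at EC90 stimulate the cells; cAMP rise reported by CNG channel membrane potential dye signal; 0% = forskolin plus galanin with DMSO and 100% = forskolin alone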
FID counter = displaces DNA intercalator in HCV helicase counter-screen; DNA fluorescent intercalator displacement, fluorescence; inhibition, % at 7.9 µM; 0.17% of 290,000 active; in the data active = inhibition above about 37%;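 also: 0% = vehicle and 100% = reference compound; higher means more ethidium bromide displaced from hairpin DNA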
GPR7 antag = antagonists of human GPR7 (neuropeptides B/W receptor 1); inhibition, % at 4.4 µM; 1.1% of 290,000 active; GPR7-expressing cells, fluorescence antagonist assay; AID 1861; P48145; in the data active = inhibition above about 16%, passing the limit was not always enough;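 also: cells stimulated with the agonist NPW; 0% = agonist with vehicle and 100% = vehicle without agonist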
Target sequence (P48145 whole entry, looked up): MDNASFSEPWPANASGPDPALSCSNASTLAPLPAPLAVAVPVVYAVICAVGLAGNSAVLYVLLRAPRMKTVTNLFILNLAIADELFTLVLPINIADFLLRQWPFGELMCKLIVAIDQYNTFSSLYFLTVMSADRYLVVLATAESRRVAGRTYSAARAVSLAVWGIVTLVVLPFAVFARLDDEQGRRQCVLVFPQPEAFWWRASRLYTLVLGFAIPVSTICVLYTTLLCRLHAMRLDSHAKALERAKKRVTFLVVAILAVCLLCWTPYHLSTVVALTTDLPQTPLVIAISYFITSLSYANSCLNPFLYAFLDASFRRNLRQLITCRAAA
OXTR agonist = agonists of human oxytocin receptor; P30559; CHO-OTR cells, Fluo-8 calcium fluorescence; normalized: DMSO 0%, oxytocin 100%; activation, % at 3 µM; 0.32% of 320,000 active; AID 2435;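 active = activation above the mean of all tested compounds plus 3 SD, cutoff set per screening run, cut at about 20% in these data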;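 also: peak over basal fluorescence ratio from a 100 s FLIPR kinetic read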
Target sequence (P30559 whole entry, looked up): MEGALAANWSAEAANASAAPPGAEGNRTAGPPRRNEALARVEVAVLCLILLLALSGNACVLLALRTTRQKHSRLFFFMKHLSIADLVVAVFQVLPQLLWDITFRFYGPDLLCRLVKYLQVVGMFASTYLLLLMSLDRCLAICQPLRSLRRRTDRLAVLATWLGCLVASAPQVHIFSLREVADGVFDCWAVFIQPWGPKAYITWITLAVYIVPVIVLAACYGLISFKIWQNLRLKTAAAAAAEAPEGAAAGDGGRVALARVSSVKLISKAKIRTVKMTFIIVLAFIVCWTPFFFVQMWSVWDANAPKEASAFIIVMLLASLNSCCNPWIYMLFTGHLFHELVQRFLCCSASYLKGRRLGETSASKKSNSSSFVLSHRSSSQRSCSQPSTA
HCV NS3 hel inh = HCV NS3 helicase inhibition; 0.56% of 290,000 active; AID 1800; NS3 helicase DNA unwinding, Cy5 molecular beacon fluorescence; inhibition, % at 10.9 µM;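 active = inhibition above the mean of all tested compounds plus 3 SD, set per campaign, cut at about 35% in these data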;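 also: 0% = DMSO wells and 100% = thioflavine S control wells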
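Material: hepatitis C virus NS3 helicase domain fragment enzyme; measured by: Cy5 fluorescence, 0 and 60 min reads; control set: DMSO and thioflavine S; incubation: 60 min unwinding reaction at 25 °C after ATP addition; read-out basis: % inhibition from 60/0 min fluorescence ratio, DMSO 0%, thioflavine S 100%; repeats: singlicate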
VIM-2 inh = inhibitors of Pseudomonas aeruginosa VIM-2 metallo-beta-lactamase. inhibition, % at 5.6 µM. AID 1527. purified VIM-2, nitrocefin hydrolysis, epi-absorbance fluorescence. 0.89% of 290,000 active;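 active = inhibition above the mean of all tested compounds plus 3 SD, cutoff set per screening run, cut at about 7.5% in these data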;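 also: red hydrolysis product quenches plate fluorescence so inhibitors raise well fluorescence; 0% = enzyme with DMSO and 100% = DMSO without enzyme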
V1aR counter = activates human V1a receptor in oxytocin agonist counter-screen | P37288 | CHO-V1R cells, Fluo-8 calcium fluorescence, agonist mode; 0% DMSO, 100% 3 nM vasopressin | activation, % at 3 µM | 0.25% of 320,000 active;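 active = activation above the mean activation of all tested compounds plus 3 SD, per screening run, cut at about 20% in these data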;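 also: signal is peak over basal fluorescence ratio across a 100 second FLIPR read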
PHOSPHO1 inh = PHOSPHO1 (human) inhibition; Q8TCT1; recombinant PHOSPHO1, absorbance phosphatase assay; inhibition, % at 13.3 µM; 1.1% of 290,000 active; AID 1565; in the data active = inhibition above about 60%
Target sequence (Q8TCT1 whole entry, looked up): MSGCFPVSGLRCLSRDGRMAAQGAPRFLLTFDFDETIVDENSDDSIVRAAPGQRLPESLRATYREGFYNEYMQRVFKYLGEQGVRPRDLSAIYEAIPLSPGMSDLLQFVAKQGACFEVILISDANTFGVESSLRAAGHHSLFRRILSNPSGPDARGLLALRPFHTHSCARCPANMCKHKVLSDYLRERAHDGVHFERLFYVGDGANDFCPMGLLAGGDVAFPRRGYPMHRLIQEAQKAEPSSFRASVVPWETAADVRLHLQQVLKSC
* marks the source's active call; other numbers are inactive results; . = not tested or not shown.

SMILES	IMP-1 inh	GalR3 antag	FID counter	GPR7 antag	OXTR agonist	HCV NS3 hel inh	VIM-2 inh	V1aR counter	PHOSPHO1 inh
COc1ccc(C2C(C(=O)OCC3CCCO3)=C(C)NC3=C2C(=O)CC(c2ccco2)C3)cc1O (stereo unspecified)	0.0	-3	-26	-7	-0.2	12	-1.6	-0.5	8
COc1ccc2nc(N(CCN(C)C)C(=O)c3ccc4c(c3)OCCO4)sc2c1	-2.2	-4	12	-10	0.2	-38	-0.8	-0.3	42
CN1CCN(Cc2cc(Cl)c3cccnc3c2OC(=O)c2cccs2)CC1	-4.1	0	2	2	1.1	-3	0.3	0.1	18
CC(=O)c1ccc(NC(=O)Cn2cnc(S(=O)(=O)N3CCOCC3)c2)cc1	-0.8	3	-12	-1	-0.3	12	-5.2	0.6	58
COc1ccc(CN2C[C@H](C)[C@@H](CC(=O)NCc3ccccc3)C2=O)cc1	-3.5	-7	-35	-6	0.4	11	-2.3	0.4	-92
O=C1CCC(=O)N1OCCOc1ccccc1	-3.2	3	0	2	0.5	3	-2.6	0.8	43
CC1CCCC(NC(=O)CSc2nnc(N)s2)C1C (stereo unspecified)	3.4	-6	-1	5	1.3	-16	-1.2	6.9	-2
CCOCCCNCc1ccc(OCC(=O)N2CCOCC2)c(OC)c1	0.4	0	3	7	-0.2	-2	2.2	1.0	60*
O=C(Nc1ccc(F)cc1)N(Cc1nnc2n1CCCCC2)c1ccccc1	-3.7	-2	-12	-18	0.4	1	-2.5	-0.1	-2
CC(=O)C1=C(C)NC(SCC(=O)c2ccccc2)=C(C#N)C1c1ccco1 (stereo unspecified)	-0.7	.	-10	1	3.4	16	2.6	3.2	57
O=C(CCN1C(=O)COc2ccccc21)N1CCCCC1	1.6	-5	-3	6	1.1	4	-1.8	-0.2	-12
COc1cc([N+](=O)[O-])ccc1NC(=O)CC1SC(=Nc2ccc(F)cc2)N(CCC2=CCCCC2)C1=O (stereo unspecified)	-3.8	-1	2	-3	-0.5	-7	-2.1	-0.8	-13
CC1CCCCC1NC(=O)CSc1nnc(N)s1 (stereo unspecified)	-4.5	-2	1	-15	0.5	-2	1.0	2.0	-3
CC(C)(C)c1ccc(/C=N/Nc2ccc(C(=O)O)cc2)cc1	-3.4	-4	-5	-12	0.2	32	-1.9	0.9	-35
COc1cccc(CN2CCN(C3CCN(c4ccccc4C)CC3)CC2CCO)c1 (stereo unspecified)	-3.8	-3	8	-8	0.2	-20	-0.5	2.8	-13
O=C(NCC1CCCO1)C1CCCN(c2ncccn2)C1 (stereo unspecified)	0.0	-7	-4	-1	0.7	10	-0.5	0.2	-39
CC1(C)CC(=O)C(C(=S)Nc2ccccc2)=C(NC2CC(C)(C)NC(C)(C)C2)C1	-0.2	-3	19	0	0.2	0	2.0	0.0	21
Cc1[nH]nc(Nc2ccc(C(C)C)cc2)c1[N+](=O)[O-]	-4.2	-5	9	-14	-2.2	-11	-1.2	-0.6	24
CCOc1ccc(S(=O)(=O)N(CC(=O)NN=C2CCN(C)CC2)c2ccc(C)cc2)cc1	0.6	-5	-37	-4	.	13	0.5	.	56
O=C(COc1ccc(S(=O)(=O)N2CCOCC2)cc1)NC1CC1	-0.2	1	-4	-2	0.8	-9	-3.0	0.1	27
C=CCc1ccc(OC)c(OC)c1	-0.4	-2	-3	2	0.1	-11	-2.5	0.3	3
O=C(CSc1nnc(CNC(=O)c2ccccc2F)o1)NC1CCCCC1	-0.3	-8	-6	-5	1.4	-4	-1.0	0.4	59
COC(=O)c1ccc(COc2ccc(C3C4=C(CCCC4=O)Nc4onc(C)c43)cc2)cc1 (stereo unspecified)	0.0	2	-21	-2	-0.5	-16	2.3	0.0	7
CCCCNC(=S)N(C)/N=C/c1ccccc1C(=O)O	-3.3	-6	-5	-3	1.0	6	-5.8	0.0	13
Cc1cnc(NC(=O)CSc2c(Cl)cccc2Cl)s1	-2.7	-4	-6	2	-0.9	-2	-2.8	-0.7	15
COc1cc(OC)cc(C(=O)Nc2ccccc2NC(C)=O)c1	-3.3	1	2	-3	-0.5	-3	-4.4	0.0	6
COC(=O)c1sccc1NC(=S)N(C)C1CCCCC1	-2.5	-4	-4	5	-0.7	5	-1.6	-1.0	-26
COc1ccccc1/C=C/c1nc2ccc(OC(C)=O)cc2c(=O)o1	-3.6	-2	-30	-13	-0.8	7	-0.4	3.6	51
CC1(C)CC(=O)C2=C(C1)NC(=O)CC2c1cc2c(cc1Br)OCO2 (stereo unspecified)	-1.6	0	-4	-3	1.2	-3	-0.3	0.5	4
O=C(CSc1ccc2nnc(-c3cccnc3)n2n1)NCC1CCCO1 (stereo unspecified)	-1.7	1	11	1	0.7	2	-0.1	0.3	-17
CC(C)(C)C1CCC(=NNC(=O)CN(c2ccccc2)S(=O)(=O)c2ccccc2[N+](=O)[O-])CC1 (stereo unspecified)	0.7	0	0	-1	-1.5	-8	-2.3	-0.3	5
COc1ccc(OCc2nnc(SCc3ccc(C(=O)O)cc3)o2)cc1	-0.4	-7	-38	-8	1.6	24	0.8	1.1	-13
COC(=O)c1cc(S(=O)(=O)NCC2CCN(Cc3ccc(F)cc3)CC2)cn1C	-3.9	-8	12	-9	-1.4	-3	-2.5	-1.6	23
Cc1cc(N/N=C/c2ccccc2F)nc(NCc2ccccc2)n1	-3.0	4	-3	-11	-2.0	-71	-1.4	-0.1	28
Cc1nc(-c2ccc(S(=O)(=O)Oc3ccccc3Cl)s2)cs1	-2.8	-6	-4	2	1.0	-14	-2.6	1.6	33
CCN(CC(=O)NCc1ccccn1)S(=O)(=O)c1ccc(Cl)cc1	-1.8	0	-13	-11	-0.5	3	-1.5	0.1	29
COc1ccc(NC(=O)CN(C)C(=O)C(C)Sc2ccccc2)cc1 (stereo unspecified)	-5.0	-3	-16	-11	-0.2	7	-0.5	0.1	29
OC1CCCN(CC(O)COc2ccc(-c3ccccc3)cc2)C1 (stereo unspecified)	-4.0	-2	15	18	6.2	-33	-1.6	6.6	51
CC(c1ccccc1)c1nnc(NC(=O)Nc2ccccc2F)s1 (stereo unspecified)	-2.1	3	-19	-13	.	-20	-1.7	.	34
COc1ccccc1CNC(=O)C/C(C)=N/NC(=O)COc1ccc(C)cc1Br	-1.4	-2	-24	-6	-0.1	-9	-1.7	-0.1	1

Next section (two carried over from the part before).
SMILES	IMP-1 inh	GalR3 antag	FID counter	GPR7 antag	OXTR agonist	HCV NS3 hel inh	VIM-2 inh	V1aR counter	PHOSPHO1 inh
CC(c1ccccc1)c1nnc(NC(=O)Nc2ccccc2F)s1 (stereo unspecified)	-2.1	3	-19	-13	.	-20	-1.7	.	34
COc1ccccc1CNC(=O)C/C(C)=N/NC(=O)COc1ccc(C)cc1Br	-1.4	-2	-24	-6	-0.1	-9	-1.7	-0.1	1
CCCCC(CC)C(=O)NCC(C)NC(=O)C(CC)CCCC (stereo unspecified)	-3.1	3	-13	8	-2.1	4	-2.4	-0.5	-10
CN1/C(=C\C=N\NC(=O)c2ccccc2Br)C(C)(C)c2ccccc21	-2.6	-5	-13	-4	0.3	20	-1.8	-0.5	-10
CCC(=O)c1ccc(N2CCCCC2)c(F)c1	-1.7	-5	-4	-10	-1.1	0	-1.0	-0.9	49
COC(=O)c1ccc(COc2ccc(/C=N/NC(N)=S)cc2)o1	-2.8	-3	-16	-4	1.3	1	-2.4	0.7	17
CC1CN(C)C(C)c2c1oc1ccc(N)cc21 (stereo unspecified)	-2.3	-3	0	-19	1.9	-2	-1.8	1.2	32
Cc1cccc(-n2c(SCC(=O)NCc3ccc4c(c3)OCO4)nc3ccccc3c2=O)c1	-3.2	-5	-7	-6	-2.0	5	-1.2	0.3	-11
COc1ccc2nc(-c3ccccn3)[nH]c2c1	-4.8	-4	8	-16	-0.1	-71	-2.7	-0.6	.
Cc1nc2ccccc2nc1SCC(=O)N1CCC(C)CC1	-2.1	-3	-29	-4	8.3	-7	-2.7	4.7	28
Cc1cc(NC(=O)NC(=O)c2ccccc2)no1	-3.9	-4	0	-10	1.3	1	-1.5	0.7	24
COc1ccc(Cl)cc1NC(=O)Cc1c(F)cccc1Cl	-1.9	-6	-9	6	-0.6	-3	-1.1	-0.9	2
Fc1ccc(-c2cc(-c3ccccc3)nc(-n3cccn3)n2)cc1	0.4	-2	-17	-5	-1.7	4	2.0	-0.5	56
Cc1ccccc1NC(=O)NC1CCCCCCC1	-1.1	-3	-15	2	-0.9	6	1.1	4.4	14
C[C@H](NS(=O)(=O)c1ccc(Cl)cc1)C(=O)OCC(=O)NC(=O)Nc1ccc2c(c1)OCCO2	-1.6	-3	-15	0	7.5	3	-6.0	4.7	3
COc1ccc(OC2CCN(S(=O)(=O)c3ccc(F)cc3)CC2)cc1	-4.9	-10	-33	4	1.6	8	-2.3	2.9	6
CCN(CC)Cc1c(CC(C)C)oc(C)c1C(=O)O	2.7	0	3	-8	0.0	-3	-2.9	0.9	8
O=[N+]([O-])c1ccc(S(=O)(=O)Nc2nc(-c3ccccc3)cs2)cc1	-1.3	-4	-17	-12	-0.8	-21	0.3	1.1	.
c1ccc2nc3c(cc2c1)CCCCC3	-1.7	-3	-4	-9	-1.1	-1	0.2	-0.6	32
COC(=O)c1c(F)c(F)c(N2CCOCC2)c(F)c1F	-0.2	-6	3	-4	0.6	11	-1.4	0.0	-4
O=C(O)c1ccccc1NC(=S)NC(=O)c1cccc2ccccc12	-0.2	-5	-14	-9	-0.5	3	-2.2	-0.2	34
CNCCC(=O)N1c2ccccc2CCc2ccc(NC(=O)OC)cc21	-0.4	-6	-2	6	-0.7	-10	1.8	0.0	38

Whole records as entered above:
CNCCC(=O)N1c2ccccc2CCc2ccc(NC(=O)OC)cc21 as listed: IMP-1 inh: -0.4; GalR3 antag: -6; FID counter: -2; GPR7 antag: 6; OXTR agonist: -0.7; HCV NS3 hel inh: -10; VIM-2 inh: 1.8; V1aR counter: 0.0; PHOSPHO1 inh: 38
COC(=O)c1c(F)c(F)c(N2CCOCC2)c(F)c1F as listed: IMP-1 inh: -0.2; GalR3 antag: -6; FID counter: 3; GPR7 antag: -4; OXTR agonist: 0.6; HCV NS3 hel inh: 11; VIM-2 inh: -1.4; V1aR counter: 0.0; PHOSPHO1 inh: -4
O=C(O)c1ccccc1NC(=S)NC(=O)c1cccc2ccccc12 as listed: IMP-1 inh: -0.2; GalR3 antag: -5; FID counter: -14; GPR7 antag: -9; OXTR agonist: -0.5; HCV NS3 hel inh: 3; VIM-2 inh: -2.2; V1aR counter: -0.2; PHOSPHO1 inh: 34

Among those listed so far, these have a thiophene ring, fused or not:
SMILES	IMP-1 inh	GalR3 antag	FID counter	GPR7 antag	OXTR agonist	HCV NS3 hel inh	VIM-2 inh	V1aR counter	PHOSPHO1 inh
CN1CCN(Cc2cc(Cl)c3cccnc3c2OC(=O)c2cccs2)CC1	-4.1	0	2	2	1.1	-3	0.3	0.1	18
COC(=O)c1sccc1NC(=S)N(C)C1CCCCC1	-2.5	-4	-4	5	-0.7	5	-1.6	-1.0	-26
Cc1nc(-c2ccc(S(=O)(=O)Oc3ccccc3Cl)s2)cs1	-2.8	-6	-4	2	1.0	-14	-2.6	1.6	33
